High-throughput results deposited in PubChem by several laboratories.
Autophagy mod: autophagy modulation, high-content screen. MEF GFP-LC3 puncta imaging; test concentration mostly 10 µM. calls only at 10 µM (by protocol). 0.98% of 190,000 active. AID 463193;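 active = percentage of spot-positive cells more than 3 SD above its plate mean, without a fluorescence outlier flag or 80% toxicity; inconclusive = no clear call, values can overlap the other calls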;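 note: spot-positive cell cutoff set from DMSO-treated cells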
Myeloid diff MLP: compounds promoting myeloid differentiation; ER-HoxA9 myeloid progenitors, lysozyme-GFP differentiation, flow cytometry; calls only at 10 µM; 1% of 360,000 active; AID 624256;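 active = normalized GFP-positive differentiation at or above the plate's own cutoff, the solvent-only control mean plus 3 SD; inconclusive = no clear call, values can overlap the other calls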;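 note: cells exposed to compound for four days before flow analysis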
bCat nuc transl: alters nuclear translocation of beta-catenin in HeLa cells | immunofluorescence imaging | nuclear translocation activity, % at 5 µM | 0.3% of 190,000 active;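 active = nuclear translocation activity above 50% at 5 µM, with a well cell count of 50 or more; inconclusive = wells under 50 cells across six images, flagged as toxic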;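 note: per-cell ratio of nuclear to cytoplasmic median beta-catenin stain intensity; plate controls were DMSO negative control for no effect and GSK-3 inhibitor IX positive control for full effect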
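Test system: human HeLa cells, endogenous beta-catenin. Times: 24 h compound exposure, 37°C. Measured by: beta-catenin immunofluorescence imaging with DAPI.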
Insulin prom up: MIN6 insulin promoter up-regulation; z-score at 5 µM; 0.3% of 190,000 active; MIN6 insulin promoter-GFP reporter, high-content imaging; stronger effect = higher value; AID 1625;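 active = z-score above 3 at 5 µM with at least 500 cells counted in the well; inconclusive = wells under 500 cells, flagged as cytotoxic or low count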
WT yeast gro inh: growth inhibition of WT yeast, mitochondrial fusion screen; mitochondrial fusion phenotypic screen, WT strain; inhibition, % at 10 µM; 2.1% of 190,000 active; in the data active = inhibition above about 58%; tested in S. cerevisiae
MT stabilizer: microtubule stabilizers in HeLa cells. HeLa tubulin immunostaining HCS, 24 h; share of cells brighter than vehicle mean+2SD. 0.83% of 200,000 active. % tubulin-high responders, % at 10 µM;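 active = plate Z-score above 3 for both tubulin-high and condensed-nucleus cell shares, with cell loss under 80%, at 10 µM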;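 note: anti alpha tubulin signal scored within the nucleus-defined area of each cell; some results filed as inactive read as strong as hits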
West Nile virus CPE: inhibition of WNV-induced cytopathic effect – cell-based, CPE readout (AID 1621); 0.02% of 290,000 active; CPE inhibition, % at 10 µM; hits with a dose series show IC50 in µM; West Nile virus-infected cells, CPE inhibition; higher % means a stronger effect; in the data active = a potency from the dose series; inconclusive = CPE inhibition mostly from about 3.7% at the one dose, without a potency; inactive = the rest, 99 in 100 with CPE inhibition below about 2.2%; note: strong numbers were not always called active
Lipid droplet: modulators of hepatic lipid droplet formation; inhibition, % at 6.5 µM; 0.4% of 240,000 active; AML12 mouse hepatocytes, oleate lipid droplets, BODIPY imaging;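 active = lipid droplet intensity inhibited by at least 50%, with more than 500 cells counted; inconclusive = wells with under 300 cells, treated as cytotoxic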
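Material – AML12 mouse liver cells · Also added – oleate loading, 100 µM · Compound dosing – 6.5 µM single-point dosing · Times – overnight treatment with compound plus oleate · Measured by – fluorescence imaging, 20x objective, two fields per well · Read-out – percent inhibition of filter-corrected integrated lipid droplet intensity per well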
T cell HTS: T cell immune modulation candidate. 2C CD8+ T cell-vesicle binding, flow cytometry; stronger effect = lower value. calls only at 7 µM. 0.068% of 330,000 active;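 active = response, share of CD8 T cells binding vesicles, and their 90th percentile fluorescence all below set limits, cut at about 80% in these data, passing the limit was not always enough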
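Incubation: binding step 1.5 h, 37 °C, antibody labelling 20 min, ice; system: murine 2C transgenic CD8+ T lymphocytes; technique: cytometric PE anti-B7-1 and Alexa647 anti-CD8 signals after 1% paraformaldehyde fixation; also added: QL9-charged Drosophila Ld/ICAM-1/B7-1 vesicles; control set: naked versus QL9-loaded vesicles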
WT yeast gro inh mutant strain: recorded beside WT yeast gro inh, whose call it bears; inhibition, %; mitochondrial fusion phenotypic screen, mutant strain inhibition
Insulin prom up cell count: second read-out of Insulin prom up, no call of its own (marks repeat the call); cell count; measured here: cytotoxicity, nuclei count;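 total cells summed across four imaged fields per well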
Lipid droplet cells 6.5 µM: recorded beside Lipid droplet, whose call it bears; cell count; measured here: cell count, cytotoxicity flag;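 cells counted across two imaged fields per well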
bCat nuc transl cell count 5 µM: recorded beside bCat nuc transl, whose call it bears; cell count; measured here: cell count, cytotoxicity flag
T cell HTS vesicle-bound %: recorded beside T cell HTS, whose call it bears; double positive events, %; measured here: CD8+ vesicle-bound cell fraction;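 binding gate set so that unloaded-vesicle control wells show 10% double positive cells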
MT stabilizer Hoechst-high %: further read-out of MT stabilizer, marked with its call; % Hoechst-high responders; measured here: nuclear condensation Hoechst responders;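 share of cells brighter than vehicle mean plus two SD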
MT stabilizer cytotoxicity %: further read-out of MT stabilizer, marked with its call; toxicity, %; measured here: cytotoxicity by cell density;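 0% = mean cell density of plate MIN control wells and 100% = no cells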
Autophagy mod cell loss 18 h: also measured in Autophagy mod; calls as there; toxicity, %; measured here: cell loss, nuclei count;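 cell loss after 18 h compound exposure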
Myeloid diff MLP GFP+ MAC1+ %: further read-out of Myeloid diff MLP, marked with its call; GFP+ MAC1+ double positive, %; measured here: differentiation confirmed by MAC1 staining
* = called active by the depositor; i = inactive; u = inconclusive; x = not tested or not shown; + = active, no number; & = joins results of further samples.

Values run as follows: Myeloid diff MLP GFP+ MAC1+ %, Insulin prom up cell count, WT yeast gro inh, T cell HTS, West Nile virus CPE, MT stabilizer Hoechst-high %, T cell HTS vesicle-bound %, Myeloid diff MLP, Autophagy mod, Autophagy mod cell loss 18 h, MT stabilizer cytotoxicity %, Lipid droplet cells 6.5 µM, bCat nuc transl cell count 5 µM, Insulin prom up, MT stabilizer, bCat nuc transl, WT yeast gro inh mutant strain, Lipid droplet
Cc1nn(Cc2ccc(F)cc2)c(C)c1NC(=O)CCCn1nc([N+](=O)[O-])cc1C
    0.7, 1304, 16.8, i, -1.1%, 1.4, 8.2, i, i, 17.0, 4.6, 755, 1096, 0.03, 3.3, -5.0, -8.2, -27.8
COc1ccc(CCNC(=O)C2CCN(C(=O)c3ccccc3C)CC2)cc1
    0.8, x, x, i, -1.4%, x, 27.6, i, x, x, x, 747, x, x, x, x, x, 22.6
C=CCOc1ccc(/C=N/NC(=O)C(C)Sc2ccccn2)cc1OC (stereo not drawn)
    0.6, x, -0.4, i, -0.2%, 1.5, 37.1, i, i, 0.1, 3.6, 684, 1167, x, 1.7, 0.0, -8.9, -11.1
CC(=O)c1c(C)[nH]c(C(=O)Nc2nc(-c3ccc(-c4ccccc4)cc3)cs2)c1C
    0.6, 1075, 12.0, i, -0.7%, 2.7, 50.4, i, i, 14.1, 3.1, 667*, x, -0.21, 2.8, x, 17.3, 95.0*
Cc1ccc(NC(=O)C2C(=O)N(CCO)C3(C)CC2c2ccccc2O3)cc1 (stereo not drawn)
    5.5, x, -10.4, i, -0.2%, 3.8, 53.8, i, i, 0.6, 16.0, 766, 1192, x, 3.9, -1.1, 1.2, 26.3
COC(=O)CCCn1nc(NC(=O)COc2ccc(F)cc2)cc1C
    0.4, x, x, i, 0.1%, x, 27.2, i, x, x, x, 795, x, x, x, x, x, -7.2
C[C@@H](CN=[N+]=[N-])CN1CC[C@H](C(C)(C)C)CCC1=O
    0.5, x, x, i, -1.0%, x, 10.0, i, x, x, x, 739, x, x, x, x, x, -2.3
COc1cc(CNC(=O)c2cccc(COc3ccc(Cl)cc3)c2)cc(OC)c1
    0.5, 1510, -2.9, i, -0.9%, 2.9, 41.6, i, i, 4.3, 7.9, 709*, 1064, -0.35, 2.3, 4.5, -10.7, 56.9*
Cc1ccc(C(C(=O)NCC2CCCO2)N(Cc2ccccc2F)C(=O)Cn2nnc(-c3cccs3)n2)cc1 (stereo not drawn)
    0.6, 970, 1.2, i, -0.5%, 1.3, 15.8, i, i, -3.0, 5.3, 737, 1269, -2.27, 2.0, -6.3, -3.1, 6.4
COc1ccc(-n2c(=O)c3ccccc3n(CC(=O)OCc3ccccc3)c2=O)cc1OC
    0.7, 1190, -22.0, i, -0.7%, 2.5, 26.1, i, i, -4.8, 3.5, 732, 1137, 0.59, 3.4, -1.5, -4.3, 6.0
CC(C)(C)OC(=O)N1CCCC1C(=O)NC(Cc1ccccc1)C(=O)O (stereo not drawn)
    0.4, 1177, -8.9, i, 0.1%, 1.4, 41.4, i, i, -14.2, 2.5, 732, x, -0.42, 2.6, x, -1.8, -4.5
O=C(NNC(=O)c1cccs1)c1ccc(Cl)c([N+](=O)[O-])c1
    0.3, 1354, 10.2, i, -1.1%, 2.2, 54.6, i, i, 2.3, 2.0, 694, 1096, -0.6, 7.0, -1.7, 16.3, -1.0
COC(=O)c1ccc(-n2c(C)ccc2-c2ccccc2)cc1
    7.9, 1338, 63.7, i, 0.6%, 1.9, 37.6, i, i, 10.6, 4.8, 685, 1008, -0.18, 3.0, 0.9, 75.1, -4.8
CC(C)(Oc1ccc(Cl)cc1)C(=O)NC1CCSC1=O (stereo not drawn)
    6.4, 1068, -13.8, i, -0.2%, 2.8, 41.7, i, i, -6.1, 1.0, 731, 1068, -0.18, 4.1, 1.9, -20.8, -20.4
CCN(CC)S(=O)(=O)c1ccc2c(c1)nc(CCC(=O)OCc1c(C)noc1C)n2C
    0.7, 1180, -8.6, i, 1.5%, 1.2, 30.4, i, i, 0.0, 4.2, x, 913, -0.29, 1.4, -4.5, -4.0, x
O=[N+]([O-])c1ccc(-c2cc(-c3ccncc3)nc3ccc4ccccc4c23)cc1
    1.6, 843, 2.1, x, -0.2%, 1.5, x, i, i, 30.3, 11.4, x, 749, -0.99, 3.8, 0.8, -1.3, x
CCOc1cccc(N2C(=O)CC(NCc3ccc(S(N)(=O)=O)cc3)C2=O)c1 (stereo not drawn)
    x, 1051, 13.4, i, 0.1%, 1.9, 41.3, x, i, 2.2, 6.1, x, 1149, -0.03, 10.7, -2.2, 5.8, x
COCCn1c(=NC(=O)c2cc(Cl)sc2Cl)sc2cc(S(N)(=O)=O)ccc21
    0.1, 1333, -10.8, i, -1.3%, 2.1, 15.3, i, i, -7.6, 3.9, 589, 976, -0.54, 3.4, -1.0, 1.6, -29.1
CSc1ccc(-c2nnn(CC(=O)NCc3ccccc3)n2)cc1
    0.3, 1132, -5.5, i, 0.0%, 10.7, 37.8, i, i, -6.2, 24.2, 810, 655, 2.16, 21.9, 9.6, 0.0, -0.8
Cc1[nH]nc2c1/C(=N\O)CCC2
    0.4, 1274, 2.4, i, -0.6%, 1.3, 56.2, i, i, 6.8, 9.6, 708, 1054, -0.26, 2.2, 0.1, 3.0, 4.7
Fc1ccc(NC(=S)Nc2cccc3cnccc23)cc1
    0.2, x, 49.7, i, -1.0%, 2.3, 45.8, i, i, 6.2, 9.7, 685, 954, x, 2.0, 2.8, 21.7, 16.3
COc1cccc(N2C(=O)CC(N3CCN(C(=O)c4ccco4)CC3)C2=O)c1 (stereo not drawn)
    0.8, 1209, -1.4, i, -0.1%, 1.0, 4.8, i, i, -3.6, 4.0, 814, 1174, 0.69, 3.1, -0.2, 2.1, -4.3
Cc1ccc(-c2cc3c(n2-c2ccc(C(=O)O)cc2)CCCC3=O)cc1
    0.1, 1375, -10.0, i, 0.8%, 3.6, 48.1, i, i, -6.0, 7.1, 590, 1016, 0.43, 1.1, -2.4, -16.1, 14.3
COc1ccc(N2CCN(C3CCCN(Cc4ccc(F)cc4Cl)C3)CC2)cc1 (stereo not drawn)
    0.4*, x, x, i, -1.4%, x, 62.9, +, x, x, x, 811, x, x, x, x, x, -10.1
CCn1c(SCC(=O)N/N=C/c2ccncc2)nc2ccccc21
    0.5, 1089, x, i, 0.0%, x, 54.6, i, x, x, x, 596, 1320, 0.31, x, 0.9, x, -10.9
c1cnc(N2CCN(Cc3ccc4c(c3)OCO4)CC2)nc1
    1.0&6.9, 1430, 1.0&1.1, i, -0.6%&0.0%, 3.1, 9.1&70.4, i, i, 9.5, 10.2, 663&639, 1209&566, -0.31, 2.1, -2.2&0.6, 5.6&8.1, -12.6&-2.7
O=C(COc1ccccc1)NCc1ccc(-n2cccc2)cc1
    0.3, 1462, -2.2, i, -0.1%, 1.2, 53.7, i, i, 5.3, 2.9, 670, 1042, 0.38, 1.5, -1.7, -1.3, -10.0
Cc1ccc(S(=O)(=O)Nc2ccc(-c3nnc(SCC#N)n3C)cc2)cc1
    25.3*, 1270, -8.9, i, 1.1%, 3.4, 30.3, +, i, 9.7, 7.6, x, 964, -0.47, 5.4, -5.9, -21.2, x
CC(=O)Nc1c(-c2ccc(F)cc2)nc2ccccn12
    2.9, 1041, -8.5, i, -0.1%, 2.7, 33.2, i, x, x, 3.0, x, 1149, -2.18, 1.8, -0.4, -25.6, x
CC(NC(=O)Cc1ccc(NC2=NC3CS(=O)(=O)CC3S2)cc1)c1ccccc1 (stereo not drawn)
    0.9, x, x, i, 0.7%, x, 23.0, i, x, x, x, 777, x, x, x, x, x, -1.0
Cn1cc(SCC(=O)NCc2ccc3c(c2)OCO3)c2ccccc21
    2.7, 1906, 11.2, i, -0.2%, 2.4, 31.4, i, i, -6.0, 8.5, 596, 1179, 0.76, 2.4, -2.6, 3.1, -18.3
N#CCCNC(=O)Cn1c(COc2ccc(Cl)cc2)nc2ccccc21
    0.5, 1559, -3.7, i, -0.4%, 2.6, 7.0, i, i, -0.2, 6.4, 672, 1217, 0.08, 6.2, 0.9, 1.0, 25.6
COc1cc2c(=O)n(Cc3ccco3)c(=O)n(CC(=O)c3ccc(Br)cc3)c2cc1OC
    0.3, 1270, 12.1, i, -0.4%, 3.5, 14.1, i, i, 10.8, 6.2, 663, 1079, -1.61, 4.7, -0.4, 13.9, -5.4
Cc1nc2ccccc2n1CCOc1ccc(F)cc1
    0.7, x, x, i, -1.6%, x, 58.7, i, x, x, x, 811, x, x, x, x, x, 2.3
COC(=O)N/N=C1\CCCc2c(C)cc(C)cc21
    0.4, 1282, -1.6, i, u, 2.0, 55.7, i, i, 0.9, 5.9, 707, 1176, 0.4, 2.0, -1.8, -3.4, 9.5
Cc1ccc(N(CC(=O)Nc2ccc3c(c2)OCCO3)S(=O)(=O)c2c(C)n[nH]c2C)cc1
    0.9, 1490, -10.6, i, 0.1%, 0.7, 31.4, i, i, -9.5, 2.4, x, 916, 0.39, 3.1, 0.9, 0.5, x
Cc1snc2sc(C(=O)c3ccc(F)cc3)c(N)c12
    0.3, 1025, x, i, 1.5%, x, 39.5, i, x, x, x, 660, 1302, -0.43, x, 0.9, x, 12.0
COc1cc(CC(=O)OCC(=O)NC2CC2)cc(OC)c1OC
    0.6, 1114, -10.7, i, 0.5%, 3.5, 52.9, i, i, 13.9, 4.0, 712, 1053, 0.15, 3.2, 0.0, -10.3, 2.2
COc1ccc(C2=NOC(C(=O)N3CCN(c4ccccc4OC)CC3)C2)cc1 (stereo not drawn)
    1.4, 1009, 7.5, i, 0.4%, 2.0, 30.7, i, i, 2.5, 2.0, x, x, 0.53, 3.3, x, 2.8, x

Compounds were not picked by outcome, and some 3.9% of all compounds hit somewhere here.
